Screening results from PubChem.
bovine MsrA act – activators of bovine methionine sulfoxide reductase A; purified bovine MsrA, absorbance read-out; activation, % at 10.6 µM; actives 0.3% (n = 360,000); AID 602163; in the data active = activation above about 7.5%;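 also: 0% = vehicle and 100% = reference activator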
E coli Lon inh – inhibitors of E. coli Lon protease | inhibition, % at 7.94 µM | purified E. coli Lon protease, fluorescence polarization | AID 602123 | actives 0.42% (n = 360,000) | P0A9M0; in the data active = inhibition above about 13%, passing the limit was not always enough;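 also: 0% = enzyme with probe and DMSO and 100% = no enzyme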
Neddylation inh – blocks human cullin neddylation; TR-FRET cullin neddylation, biochemical; actives 0.58% (n = 360,000); calls only at 25 µM; P61081+Q13564; in the data active = inhibition above about 36%
Target sequence (P61081 whole entry, looked up): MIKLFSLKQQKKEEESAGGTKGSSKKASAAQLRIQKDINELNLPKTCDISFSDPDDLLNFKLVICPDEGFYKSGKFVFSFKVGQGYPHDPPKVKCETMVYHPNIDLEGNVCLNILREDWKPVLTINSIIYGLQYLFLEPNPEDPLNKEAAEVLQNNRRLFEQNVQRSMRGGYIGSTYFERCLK
Target sequence (Q13564 whole entry, looked up): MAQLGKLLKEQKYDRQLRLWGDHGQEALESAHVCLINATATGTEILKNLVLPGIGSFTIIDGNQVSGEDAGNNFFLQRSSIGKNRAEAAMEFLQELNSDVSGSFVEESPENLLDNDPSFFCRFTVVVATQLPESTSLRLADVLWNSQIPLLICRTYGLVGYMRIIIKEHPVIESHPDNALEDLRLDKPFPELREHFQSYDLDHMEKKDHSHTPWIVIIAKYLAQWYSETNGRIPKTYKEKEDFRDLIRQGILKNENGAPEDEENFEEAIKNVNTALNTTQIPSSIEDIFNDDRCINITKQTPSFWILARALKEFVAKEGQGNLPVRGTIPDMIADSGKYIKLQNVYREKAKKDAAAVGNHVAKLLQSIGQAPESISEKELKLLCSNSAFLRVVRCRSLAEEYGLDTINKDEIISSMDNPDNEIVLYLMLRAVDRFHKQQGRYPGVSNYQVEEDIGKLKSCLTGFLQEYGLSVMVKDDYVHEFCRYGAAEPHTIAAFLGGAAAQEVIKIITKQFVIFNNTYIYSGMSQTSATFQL
MLLE-PAM2 inh – inhibitors of microRNA-mediated deadenylation, human PABP1 MLLE binding; P11940; GST-MLLE / FITC-PAM2 fluorescence polarization; inhibition, % at 20 µM; actives 0.36% (n = 360,000); in the data active = inhibition above about 35%, passing the limit was not always enough;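 also: plate controls were DMSO wells with GST-MLLE for no effect and wells lacking GST-MLLE protein for full effect; some results filed as inactive read as strong as hits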
CendR NRP1 mod – modulators of CendR peptide binding to human neuropilin-1. O14786. FAM-RPARPAR peptide binding to NRP-1, fluorescence polarization. inhibition, % at 25 µM. actives 0.85% (n = 360,000). AID 602438;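 active = inhibition or corrected inhibition above about 18%, plus a signal ratio from 0.5 to 1.5, limit read from the data, passing the limit was not always enough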; also: strong numbers were not always called active
SKN-1 inh – C. elegans SKN-1 inhibition; actives 0.49% (n = 360,000); AID 624304; inhibition, % at 21.8 µM; C. elegans VP596 Pgst-4::GFP/RFP ratio, acrylamide-induced, 24 h;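 active = interference check ratio from 0.5 to 1.5 plus GFP to RFP signal ratio inhibition reaching or exceeding a fixed threshold, cut at about 30% in these data, passing the limit was not always enough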; also: some compounds called inactive have numbers as strong as hits
MT1-MMP act inh – inhibitors of human MT1-MMP activation. actives 0.061% (n = 360,000). P50281. AID 651647. HT1080 RFP-PRO-GFP cells, GFP/RFP ratio fluorescence, overnight; percent of plate control window, DMSO zero. GFP/RFP ratio change, % at 20 µM;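 active = GFP/RFP ratio change of at least 30% with cell ATP level not reduced by more than half and red fluorescence within 50% of control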; also: strong numbers were not always called active
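Material – HT1080 RFP-PRO-GFP cells · Control set – DMSO wells and RFP-L50D-GFP cells · Incubation – overnight cell settling, then overnight compound exposure, 37 °C, 5% CO2 · Compound dosing – single-point 20 µM compound, 1% DMSO · Read-out – GFP/RFP fluorescence ratio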
FAS TE block – FAS thioesterase (human) inhibition; inhibition, % at 15 µM; actives 0.67% (n = 360,000); P49327; recombinant FAS-TE, OMFH fluorogenic substrate, fluorescence endpoint; AID 602261;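 active = compounds whose normalised, plate-corrected inhibition of enzyme fluorescence in the single-dose primary screen is 50% or more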;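 also: 0% = DMSO with enzyme and 100% = substrate without enzyme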
Rin1-Abl PPI inh – inhibitors of human Rin1-Abl protein interaction | actives 0.4% (n = 360,000) | inhibition, % at 7.35 µM | AID 588664 | TR-FRET Rin1/Abl binding, biochemical | P00519+Q13671; in the data active = inhibition above about 5%, passing the limit was not always enough
An asterisk follows results filed as active; i = inactive; x = no result given; & = joins results of further samples.

SMILES	bovine MsrA act	E coli Lon inh	Neddylation inh	MLLE-PAM2 inh	CendR NRP1 mod	SKN-1 inh	MT1-MMP act inh	FAS TE block	Rin1-Abl PPI inh
CCc1ccc(NC(=O)C2CCCN(S(=O)(=O)c3ccc4[nH]c(=O)ccc4c3)C2)cc1 (stereo not drawn)	-5	-1	i	-16	1	-8	0	0	3
COc1ccc(CNC(=O)CN(C)Cc2ccc(SC)cc2)cc1	-1	-13	i	-15	10	-31	3	3	1
CC1CCN(S(=O)(=O)c2ccc(NC(=O)Cn3nnc(-c4ccccc4F)n3)cc2)CC1	-8	1	i	1	0	2	2	12	-1
CCCCOCC(O)CN1CCN(C(C)=O)CC1 (stereo not drawn)	-2	-2	i	-17	14	12	1	-8	-2
O=S(=O)(Nc1nccs1)c1cnc(Cl)c(Br)c1	-3	-1	i	14	-6	-8	2	-8	-4
CN(Cc1ccccc1)C(=O)C1(C)CCN1C(=O)Cc1ccc(Cl)cc1Cl (stereo not drawn)	-6	2	i	9	15	-2	7	-2	-1
COc1ccc(S(=O)(=O)N(C)CC(=O)Nc2ccccc2OC)cc1	-4	-5	i	2	1	-30	2	-5	-1
O=C(CSc1nnc(-c2ccccc2Cl)o1)N1CCCC1	-3	-1	i	9	1	2	2	-2	0
Cc1ccc(Nc2nnc(SCn3nnc4ccccc4c3=O)s2)cc1	1	3	i	-39	-1	-5	11	11	1
C/C(CC(=O)Nc1ccc(N(C)C)cc1)=N\NC(=O)c1ccc([N+](=O)[O-])cc1	-4	1	i	-4	-3	4	2	40	-3
Cc1ccc(OCC(=O)N2CCN(S(C)(=O)=O)CC2)cc1	0	50*	i	17	-7	3	3	-3	2
O=c1cc(O)c2sc3nc(C(F)(F)F)c4c(c3c2[nH]1)CCCCC4	-9	-1	i	-15	9	7	-1	1	-2
CN(C)CCn1c(=S)[nH]c2ccccc2c1=O	-4	-11	i	32	-5	4	4	-9	0
CCCNC(=O)C1(C)CCN(C(=O)c2cccc(OC(F)(F)F)c2)C1 (stereo not drawn)	2	-1	i	9	10	8	1	-6	-1
O=C(O)c1cc(-c2ccco2)nc2ccc(Br)cc12	-8&-5	-2&-9	i	24&33	-141&-32	11&-5	-10&-5	1&-8	0&-11
CCOC(=O)c1ccc(-n2c(CCC(=O)O)ccc2-c2ccccc2)cc1	-2	-15	i	13	-8	6	-4	-1	3
Clc1ccc(/C=N/N2CCN(Cc3ccccc3)CC2)cc1	-2	-7	i	9	3	8	3	22	0
CSc1nnc2c3cc(F)ccc3n(Cc3ccccc3)c2n1	-9	-4	i	-1	0	-10	0	-2	1
COc1ccc(CCN(Cc2nc3ccccc3c(=O)[nH]2)C(=O)c2ccco2)cc1OC	-1	0	i	1	4	-1	1	-3	3
Nn1c(COc2cccc(Br)c2)nnc1SCC(=O)NCC1CCCO1 (stereo not drawn)	-6	-11	i	-137	-12	-8	2	-2	0
CCc1cc2ccc(C)cc2nc1SCC(=O)N1CCN(C(=O)c2ccco2)CC1	-3	-3	i	0	-32	22	-7	1	-9
Cc1ccc(S(=O)(=O)CCC(=O)NNC(=O)CN(C)S(=O)(=O)c2ccc(C)cc2)cc1	-10	12	i	-2	0	-16	-1	1	2
Cn1cnnc1SC1CCCCC1NS(=O)(=O)c1ccc(Cl)cc1 (stereo not drawn)	-1	-5	i	-1	-1	11	3	-6	-1
CC(C)(C)OC(=O)CNC(=O)c1nc[nH]c1C(=O)NCc1ccccc1	-9	4	i	1	8	-11	5	-2	-1
CCN(CC)S(=O)(=O)c1cc(C(=O)Nc2cc(Cl)ccc2N2CCN(C)CC2)ccc1Cl	-11	-10	i	-12	-2	11	-2	15	-3
Carrying on:
SMILES	bovine MsrA act	E coli Lon inh	Neddylation inh	MLLE-PAM2 inh	CendR NRP1 mod	SKN-1 inh	MT1-MMP act inh	FAS TE block	Rin1-Abl PPI inh
COCCCN1C(=O)C(O)=C(C(=O)c2ccco2)C1c1cccc(Br)c1 (stereo not drawn)	-11	2	i	1	7	-7	5	-9	1
Cc1ccc(CN2CC(C(=O)NCCCSc3ccccc3)CC2=O)cc1 (stereo not drawn)	-3	-1	i	-6	6	-8	1	3	1
Cc1nn(-c2ccccc2)c(Cl)c1C1C(C#N)=C(N)Oc2n[nH]c(C)c21 (stereo not drawn)	-3	-9	i	11	-3	10	8	-9	3
NC(=O)CC(NC(=O)c1cccc(Br)c1)c1ccc(N2CCC(N3CCCCC3)CC2)c([N+](=O)[O-])c1 (stereo not drawn)	-2	-1	i	1	6	7	1	-8	2
COc1ccc([C@H]2C[C@@H](n3cc(-c4ccc(F)cc4)nn3)[C@H](O)CN2C(=O)c2cccs2)cc1	-5	-5	i	-9	-2	13	4	0	0
COc1ccc(C(=O)OCCN2CCOCC2)cc1OC	-4	-8	i	2	-4	5	0	-3	4
O=C(/C=C/c1ccco1)N(Cc1ccc(F)cc1)C1CCS(=O)(=O)C1 (stereo not drawn)	-3	-1	i	-1	-1	-1	-3	-3	0
Cc1cccc(N(Cc2ccccc2)C(=O)Cc2ccc(S(=O)(=O)N3CCOCC3)s2)c1	-4	-6	i	-10	-23	22	0	19	14*
CC(C)(C)c1ccccc1OCCOCCSc1ncccn1	-11	-5	i	16	-2	-17	8	15	4
CN(C)/C=N/C(=S)Nc1ccc(Br)cc1F	-11	1	i	-7	2	2	7	-5	1
Cc1ccc2c(CC(=O)N3CCN(S(=O)(=O)c4ccccc4)CC3)coc2c1	-4	-1	i	-10	-9	-3	-5	3	1
CCN(CC(=O)N1CCCC1)S(=O)(=O)c1ccc(Br)cc1	-1	-8	i	-9	-3	9	2	-4	-4
COc1cccc(OC)c1C(=O)OCC(=O)NC(=O)NCc1ccccc1	-2	6	i	-5	-7	13	1	4	0
COc1cccc(NC(=O)c2ccc(-c3ccc([N+](=O)[O-])cc3)o2)c1	-5	2	i	17	-31	12	-10	14	-1
S=C(NCc1ccccc1)NC1CCSc2ccccc21 (stereo not drawn)	-2	3	i	-113	5	-4	-1	22	-1
Cc1ccc(C(=O)Nc2c(C)n(C)n(-c3ccccc3)c2=O)cc1S(=O)(=O)N1CCCCC1	-5	-7	i	7	5	5	2	1	1
COc1ccc2[nH]c3c(NCCCOC(C)C)ncnc3c2c1	1	-2	x	-1	-6	2	10	1	2
Cc1ccc(C2CC(c3cccs3)=NN2C(=O)CSC2=NCCS2)cc1 (stereo not drawn)	-6	3	x	1	-6	13	-5	32	-3
CCCOc1ccccc1C(=O)Nc1ccc(S(=O)(=O)N2CCN(C)CC2)cc1	0	6	i	-3	-2	17	4	6	0
COC(=O)CN(n1cnnc1)S(=O)(=O)c1ccccc1Cl	-1	11	i	-13	0	9	1	-6	2
CC1(C(=O)Nc2ccc3c(c2)OCO3)CCN1C(=O)c1ccccc1 (stereo not drawn)	-1	2	i	4	3	20	1	-2	1
O=C1CCc2cc(S(=O)(=O)NC(C(=O)NCc3cccnc3)c3ccccc3)ccc2N1 (stereo not drawn)	-3	-1	i	11	5	6	-3	-5	-1
Cc1sc2ncn(CC(=O)NCCCC(=O)N3CCN(Cc4ccc5c(c4)OCO5)CC3)c(=O)c2c1C	-3	-4	i	-7	-4	2	-1	4	-5
O=C(O)c1ccc2nnn(O)c2c1	-4	0	i	-8	-3	2	1	-5	1
O=C(Nc1ccc(N2C(=O)C3C4C=CC(C4)C3C2=O)cc1Cl)c1cccs1 (stereo not drawn)	1	-1	i	10	-4	0	4	-3	-1

The final 2 entries of the section above are carried over, then new ones follow:
SMILES	bovine MsrA act	E coli Lon inh	Neddylation inh	MLLE-PAM2 inh	CendR NRP1 mod	SKN-1 inh	MT1-MMP act inh	FAS TE block	Rin1-Abl PPI inh
O=C(O)c1ccc2nnn(O)c2c1	-4	0	i	-8	-3	2	1	-5	1
O=C(Nc1ccc(N2C(=O)C3C4C=CC(C4)C3C2=O)cc1Cl)c1cccs1 (stereo not drawn)	1	-1	i	10	-4	0	4	-3	-1
Cc1cc2oc(C(=O)N(Cc3ccccc3)C3CCS(=O)(=O)C3)c(C)c2cc1C (stereo not drawn)	-6	-5	i	-6	11	9	-10	24	0
CSc1ncc(CN2CCCC(C(=O)c3ccc(C(C)(C)C)cc3)C2)cn1 (stereo not drawn)	-2	-4	i	-12	-4	-12	0	40	0
O=C(c1ccc(N2CCCCS2(=O)=O)cc1)N1CCN(c2ccccc2F)CC1	-5	0	i	-10	2	7	-1	2	2
Cn1cnnc1SCc1ccc(C(=O)N/N=C(/CCC(=O)O)c2ccc(C(C)(C)C)cc2)cc1	-1	-8	i	-9	-2	18	0	-12	1
CCOC(=O)C(NS(=O)(=O)c1ccc(Br)cc1)C(C)C (stereo not drawn)	0	8	i	0	17	-6	11	-4	-2
O=C(COC(=O)c1ccc(O)cc1)NC(c1ccccc1)c1ccccc1	1	-1	i	-22	-2	14	-1	0	-2
CC(C)C[C@@H](CN1CCC[C@@H]1CN1C(=S)NC[C@@H]1Cc1ccccc1)N1C[C@H](Cc2ccc(O)cc2)N(CC2CCCCC2)C1=S	0	-5	i	26	9	-15	3	-34	2
CCc1ccccc1S(=O)(=O)Cc1ccc(C(=O)NC(C)C)o1	-6	-2	i	-16	-10	0	-1	-9	-1
O=C(NC1CC2CCCC(C1)N2C(=S)NCCc1ccccc1)C1CC1 (stereo not drawn)	-4	-6	i	-118	6	-5	0	0	1
CSc1ccc(CN2CCC(N3CC(C)OC(C)C3)CC2)cc1 (stereo not drawn)	-2	-12	i	11	16	-21	2	-3	3

Record cards (already shown).
Cc1ccc(C2CC(c3cccs3)=NN2C(=O)CSC2=NCCS2)cc1 (stereo not drawn) is listed with bovine MsrA act: -6; E coli Lon inh: 3; Neddylation inh: x; MLLE-PAM2 inh: 1; CendR NRP1 mod: -6; SKN-1 inh: 13; MT1-MMP act inh: -5; FAS TE block: 32; Rin1-Abl PPI inh: -3
NC(=O)CC(NC(=O)c1cccc(Br)c1)c1ccc(N2CCC(N3CCCCC3)CC2)c([N+](=O)[O-])c1 (stereo not drawn) is listed with bovine MsrA act: -2; E coli Lon inh: -1; Neddylation inh: i; MLLE-PAM2 inh: 1; CendR NRP1 mod: 6; SKN-1 inh: 7; MT1-MMP act inh: 1; FAS TE block: -8; Rin1-Abl PPI inh: 2
CC(C)(C)c1ccccc1OCCOCCSc1ncccn1 is listed with bovine MsrA act: -11; E coli Lon inh: -5; Neddylation inh: i; MLLE-PAM2 inh: 16; CendR NRP1 mod: -2; SKN-1 inh: -17; MT1-MMP act inh: 8; FAS TE block: 15; Rin1-Abl PPI inh: 4
